# Pol iota inh = qHTS for Inhibitors of Polymerase Iota; AID 588590, 2011; hit rate 1% among 390,000; Pol iota fluorescent replication assay, 10 min; Potency, µM (highest dose often 115 µM), inactives show at the top dose activity, negative = inhibition, hits mostly inhibitors; DNA polymerase iota (Homo sapiens), Q9UNA4
#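 Fluorescent replication assay read twice, at 0 min and 10 min after adding 50 nM (final) substrate. Enzyme (10 nM) and compounds were first incubated 15 min at room temperature; enzyme-free buffer wells were negative controls.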
# G9a inh = qHTS Assay for Inhibitors of Histone Lysine Methyltransferase G9a; Histone-lysine N-methyltransferase EHMT2 (Homo sapiens), Q96KQ7; G9a H3K9 monomethylation, AlphaScreen, 2 h; Potency, µM (top dose mostly 102 µM), inactives show at the highest dose activity, negative = inhibition, actives largely listed as inhibitors; hit rate 8.8% among 350,000; note: % is set by controls: 0 for no effect and ±100 for the full control effect; nearly all actives have a fitted effect of over 75% in size
# Target sequence (Q96KQ7 913-1193 limits assumed): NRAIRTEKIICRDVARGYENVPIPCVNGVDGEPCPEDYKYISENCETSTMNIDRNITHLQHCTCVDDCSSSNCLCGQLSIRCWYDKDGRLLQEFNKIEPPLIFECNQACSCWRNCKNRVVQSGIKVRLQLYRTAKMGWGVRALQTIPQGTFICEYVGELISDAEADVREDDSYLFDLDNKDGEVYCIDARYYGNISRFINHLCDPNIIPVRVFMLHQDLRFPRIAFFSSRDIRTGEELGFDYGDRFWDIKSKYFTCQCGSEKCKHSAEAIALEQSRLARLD
#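 Chemiluminescent proximity detection of H3K9 monomethylation, read after 10 min bead incubation in the dark. Reaction: 20 nM G9a, 500 nM biotin-H3K9 peptide, 20 uM SAM cofactor, 2 h, room temperature, following 15 min enzyme-compound preincubation.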
# APE1 inh = qHTS Assay for Inhibitors of the Human Apurinic/apyrimidinic Endonuclease 1 (APE1); recombinant APE1, TAMRA/BHQ-2 abasic DNA cleavage fluorescence; Potency, µM (top dose mostly 65.8 µM), inactives show at the top dose activity change, negative = inhibition, usual class: inhibitors; hit rate 0.35% among 350,000; AID 2517, 2012;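 note: plate controls were vehicle for no effect and reference inhibitor for full effect; nearly all actives have a fitted effect of over 55% in size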
#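 Incision of a quenched TAMRA/BHQ-2 THF abasic-site duplex (50 nM) by 0.75 nM APE1, after 15 min compound preincubation, measured as fluorescence increase over three 60 s reads. Values normalized to buffer, DMSO and NSC13755 control wells.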
# BLM inh = qHTS Assay for Inhibitors of Bloom's syndrome helicase (BLM) | recombinant BLM DNA unwinding, fluorescence dequenching | RecQ-like DNA helicase BLM (Homo sapiens), P54132 | Potency, µM (series often up to 56.1 µM), for inactives: at the highest dose activity change, negative = inhibition, actives largely listed as inhibitors | hit rate 0.2% among 350,000;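 note: plate controls were vehicle for no effect and no enzyme for full effect; nearly all actives have a fitted effect of over 35% in size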
# BAZ2B inh = qHTS Assay for Inhibitors of BAZ2B. Bromodomain adjacent to zinc finger domain protein 2B (Homo sapiens), Q9UIF8. AlphaScreen BAZ2B-H3K14Ac peptide displacement. AID 504333, 2011. hit rate 4.4% among 360,000. Potency, µM (titrated, usually from 114 µM), inactives show at the top dose activity change, negative = inhibition, actives largely listed as inhibitors; note: % is set by controls: 0 for no effect and ±100 for the full control effect; nearly all actives have a fitted effect of over 60% in size
#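 BAZ2B 50 nM plus b-H3(5-23)K14Ac 50 nM, PBS pH 7.4/0.01% Tween-20, 30 min RT; compound added (max 110 uM), 30 min RT; streptavidin donor/Ni-chelate acceptor beads 10 ug/mL final, 20 min dark; AlphaScreen read.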
# JMJD2A Tudor inh = qHTS Assay for Inhibitors of JMJD2A-Tudor Domain; Lysine-specific demethylase 4A (Homo sapiens), O75164; AlphaScreen JMJD2A-Tudor / H3K4me3 peptide binding; Potency, µM (highest dose often 114 µM), inactives show at the top dose activity change, negative = inhibition, usual class: inhibitors; hit rate 4.4% among 390,000; note: % is set by controls: 0 for no effect and ±100 for the full control effect; nearly all actives have a fitted effect of over 50% in size
# Pol eta inh = qHTS for Inhibitors of Polymerase Eta; Potency, µM (top dose mostly 114 µM), for the others: top-dose activity change, negative = inhibition, hits mostly inhibitors; DNA polymerase eta (Homo sapiens), Q9Y253; recombinant Pol eta, fluorescent DNA replication assay; hit rate 1.2% among 390,000; note: % is set by controls: 0 for no effect and ±100 for the full control effect
# Target sequence (Q9Y253 whole entry, looked up): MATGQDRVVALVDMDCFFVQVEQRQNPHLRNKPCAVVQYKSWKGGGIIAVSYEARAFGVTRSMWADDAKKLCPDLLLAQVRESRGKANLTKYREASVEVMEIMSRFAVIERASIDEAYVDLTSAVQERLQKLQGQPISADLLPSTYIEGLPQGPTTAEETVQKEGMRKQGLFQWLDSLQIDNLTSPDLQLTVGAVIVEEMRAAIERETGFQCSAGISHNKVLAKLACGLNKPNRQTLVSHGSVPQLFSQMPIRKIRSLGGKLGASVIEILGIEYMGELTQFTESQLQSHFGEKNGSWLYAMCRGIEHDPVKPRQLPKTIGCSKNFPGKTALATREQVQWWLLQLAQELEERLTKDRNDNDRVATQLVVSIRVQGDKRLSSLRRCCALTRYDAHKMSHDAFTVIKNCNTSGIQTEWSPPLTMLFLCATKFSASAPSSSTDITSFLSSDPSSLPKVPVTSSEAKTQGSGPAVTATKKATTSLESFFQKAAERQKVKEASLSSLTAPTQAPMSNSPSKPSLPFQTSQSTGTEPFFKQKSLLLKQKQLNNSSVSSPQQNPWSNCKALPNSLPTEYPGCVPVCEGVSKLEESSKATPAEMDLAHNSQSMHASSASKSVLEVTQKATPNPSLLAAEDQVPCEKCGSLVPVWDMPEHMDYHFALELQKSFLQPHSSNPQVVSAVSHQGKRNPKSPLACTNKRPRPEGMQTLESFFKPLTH
#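 Pol eta at 10 nM preincubated with compounds 15 min at room temperature; reaction started with fluorescent substrate (50 nM final) and read kinetically at 0 and 10 min.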
# Pol beta inh = qHTS Assay for Inhibitors of DNA Polymerase Beta. P06746. Pol beta primer extension/strand displacement, fluorescence kinetic. Potency, µM (highest dose often 114 µM), for inactives: at the top dose activity change, negative = inhibition, actives largely listed as inhibitors. hit rate 1.3% among 340,000; note: % is set by controls: 0 for no effect and ±100 for the full control effect
#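 Reaction started by 50 nM substrate onto compound-treated Pol beta (10 nM, 15 min preincubation, room temperature); plates read at 0 min and 10 min. Normalized concentration-effect data fitted by four-parameter Hill equation.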
# Pol kappa inh = qHTS for Inhibitors of Polymerase Kappa | DNA polymerase kappa (Homo sapiens), Q9UBT6 | purified Pol kappa, fluorescent DNA synthesis assay, 10 min | hit rate 0.53% among 400,000 | Potency, µM (highest dose often 107 µM), inactives show top-dose activity, negative = inhibition, hits mostly inhibitors; note: % is set by controls: 0 for no effect and ±100 for the full control effect
#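 Activity was followed as the change in fluorescence between reads at 0 and 10 min after starting the reaction with 50 nM substrate. Beforehand, 10 nM polymerase had been preincubated with compound for 15 min at room temperature.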
# Numbers without * were called inactive; ? = inconclusive; / = no result given; & = joins results of further samples; ! = not confirmed by another sample; [ ] = another dose, or the depositor's remark. Calls come from the whole dose curve; as a rule, active = well fitted curve in the direction sought with a large enough effect; inconclusive = small, poorly fitted or top-dose-only effect, or another doubt; inactive = no such curve, though single readings can be large; an effect the other way counts as inactive or inconclusive. Potency is the fitted concentration of half-maximal effect. Some of the compounds tested. The share of hits here may be higher or lower than overall.
SMILES,Pol iota inh,G9a inh,APE1 inh,BLM inh,BAZ2B inh,JMJD2A Tudor inh,Pol eta inh,Pol beta inh,Pol kappa inh
COc1ccc(N2C(=O)CSC23C(=O)N(Cc2cccc(C(F)(F)F)c2)c2ccccc23)cc1 (stereo not given),-8%,-34%[59 µM],/,-10%,-4%[57.1 µM],-25%,-18%,13%,-5%
CN1C(=O)/C(=C\c2ccc(OC(=O)c3ccco3)cc2)SC1=S,238%[activator],-48%,11%,-4%,?,-21%,8%,2%,0%
COc1ccc(NC(=O)C2CCCN2C(=O)NCc2ccccc2)c(OC)c1 (stereo not given),26%,10%,1%,0%,-5%,-16%[57.1 µM],-11%,3%,-4%
COc1ccc(C(=O)CN2C(=O)N(c3ccc(C(C)=O)cc3)S(=O)(=O)c3ccccc32)cc1,1%,-5%[59 µM],/,-1%,-16%,-17%,-15%,4%,-7%[60.1 µM]
CN(CCNC(=O)c1ccc(CS(=O)(=O)c2c(Cl)cccc2Cl)o1)CCc1ccccc1,51%[activator],?,7%,-8%,-26%,-29%,-22%,2%,-3%
O=C(Cn1c(-c2cccs2)cc2cc(F)ccc21)NCCCN1CCN(c2ccccc2F)CC1,-2%,?,/,-4%,-13%,-27%,-21%,10%,-11%
Cc1ccc(S(=O)(=O)N2CCCCC2)cc1NC(=O)CCCOc1ccccc1,3%,?,10%,/,8%,-8%,-13%,/,-9%
COc1ccc(-c2nnc(SC3CCOC3=O)n2C2CCCCC2)cc1OC (stereo not given),23%,?,4%,0%,-2%,-13%,-5%,-2%,-13%
CC(C)CCNC(=O)C1CCC(CNS(=O)(=O)c2cccc3nsnc23)CC1 (stereo not given),-13%&42%,0%[59 µM],-4%,0%&-1%,2%&-10%,-19%&-5%,6%&-17%,11%&9%,3%&2%
CC1(C2CCC3C4CCC5CC6(CCC5(C)C4C(=O)CC32C)OCCO6)OCCO1 (stereo not given),-16%,/,/,/,/,-23%,-7%,/,-13%
O=C(CNC(=O)c1ccccc1C(F)(F)F)N/N=C/c1cccs1,-16%,-2%[59 µM],22%,-3%,-11%,-11%,6%,1%,6%
COc1ccc(Br)cc1C(=O)Nc1cccc(C)c1,18%,-2%,0%,1%,-3%,-19%[11.4 µM],-13%,2%,-1%
COc1cc(OC)c(NC(=O)CCn2cccn2)cc1Cl,-5%,2%[59 µM],/,-1%,1%,-5%,-8%,3%,-17%
COC(=O)c1cc(NC(=O)CSc2nnc(CN3CCOCC3)n2C)ccc1Cl,12%,-11%[12.7 µM],-1%,1%,-2%,-9%,-15%,18%,1%
COc1ccc(OCCCC(=O)N(C)CC(=O)Nc2c(C)cccc2C)cc1,19%,?,51%,/,0%,1%,-14%,/,-2%
CC(C)Sc1nc2c(c(=O)[nH]1)C(c1cccs1)C1=C(CC(C)(C)CC1=O)N2 (stereo not given),-19%,2%[59 µM],-6%,-1%,7%,-19%,3%,10%,3%
O=C(Nc1ccccc1F)c1ccc(-c2cccc([N+](=O)[O-])c2)o1,-29%,-10%,-7%,-3%,-20%,-15%,-11%,89%,-8%
CCOC(=O)c1ccc(NC(=O)CSc2nc(SC)ns2)cc1,-9%,15%[59 µM],0%,-8%,-3%,-15%,-23%,24%,-4%
COc1ccc(S(=O)(=O)NC(CC(=O)NCCc2ccc(OC)c(OC)c2)c2ccco2)cc1 (stereo not given),7%,-5%,0%,0%,9%,-12%,2%,0%,-23%
CCOC(=O)c1c(NC(=O)c2cc(-c3cccc(Cl)c3)on2)sc(C(C)=O)c1C,12%,14µM*,/,0%,1%,-12%,-6%,0%,-7%
CCOC(=O)c1c(C)oc2nc(C)nc(NCCCN3CCN(c4ccccc4)CC3)c12,-18%,-34%[59 µM],/,3%,-1%[57.1 µM],-19%,-12%,0%,7%
Fc1ccc2nc(Nc3nc4c(s3)CCCC4)sc2c1,6%,4%[12.7 µM],-2%,-8%,1%,-10%,3%,23%,-7%
CCn1c(-c2ccccc2O)n[nH]c1=S,7%,14µM*,-5%,-3%,-32%,4µM*,-11%,21%,-2%
O=C(O)CCn1cc(C2CC(c3ccccc3)=NN2c2ccccc2)c(-c2ccccc2)n1 (stereo not given),?,50%[activator],-5%,-12%,11%,32%,?,-17%,-36%
Cc1[nH]nc2nc(SCC(=O)NC3CCCCC3)n(-c3ccc(Br)cc3)c(=N)c12,?,-7%,-10%,-13%,-27%,-22%,?,1%,4%

# The last four records of the part above open the next one.
SMILES,Pol iota inh,G9a inh,APE1 inh,BLM inh,BAZ2B inh,JMJD2A Tudor inh,Pol eta inh,Pol beta inh,Pol kappa inh
Fc1ccc2nc(Nc3nc4c(s3)CCCC4)sc2c1,6%,4%[12.7 µM],-2%,-8%,1%,-10%,3%,23%,-7%
CCn1c(-c2ccccc2O)n[nH]c1=S,7%,14µM*,-5%,-3%,-32%,4µM*,-11%,21%,-2%
O=C(O)CCn1cc(C2CC(c3ccccc3)=NN2c2ccccc2)c(-c2ccccc2)n1 (stereo not given),?,50%[activator],-5%,-12%,11%,32%,?,-17%,-36%
Cc1[nH]nc2nc(SCC(=O)NC3CCCCC3)n(-c3ccc(Br)cc3)c(=N)c12,?,-7%,-10%,-13%,-27%,-22%,?,1%,4%
CCOc1ccc(CNC(=O)CN2C(=O)CCn3nc(-c4cn(C)c5ccccc45)cc32)cc1OC,-13%,-3%[59 µM],/,-4%,-15%,-22%,4%,6%,-7%[60.1 µM]
NCCN1CCN(S(=O)(=O)c2ccc([N+](=O)[O-])cc2)C=C1c1ccc(Cl)cc1,35%[activator],2%[0.501 µM],8%,/,56µM*,?,-13%,/,-2%
Cc1ccc2c(CN3CCC(C)CC3)cc(=O)oc2c1C,-15%,-45%,28%,0%,5%,26%,-12%,5%,-3%
COc1cccc(CNC(=O)c2cc3c(=O)n(Cc4cccnc4)ccc3nc2C)c1,6%,20%[59 µM],/,-5%,17%,-23%,-14%,9%,11%
Nc1nc2ccc(C(=O)NCCOC(=O)C3CCCCC3)cc2s1,-13%,?,3%,0%,-13%,-14%,-19%,-2%,3%
O=C(NC1CCCCC1)C(c1ccccc1F)N(Cc1ccco1)C(=O)Cn1nnc2ccccc21 (stereo not given),-7%,4%[2.33 µM],-2%,-4%,-5%,-5%,-19%,15%,5%
Cc1cc(NC2=CC(=O)C(=O)c3ccccc32)no1,?,/,/,/,/,-17%,22µM*,/,-12%
CN(/N=C/c1ccc2c(c1)OCO2)c1nc(N2CCOCC2)nc(N2CCOCC2)n1,56%[activator],8%,8%,-8%,8%,-9%,2%,-5%,-26%
COc1cccc(C(C(=O)NC(C)(C)C)N(C(=O)CCC(=O)Nc2cc(C)on2)C(C)(C)C)c1OC (stereo not given),3%,-7%[59 µM],-4%,5%,8%,9%,-13%,4%,7%
CCCCCC(O)(CCCCC)C(=O)NNc1ccccc1,11%,23%[2.33 µM],-1%,-3%,12%,-3%,0%,0%,-6%
Cc1nc(-c2ccccc2)nn1-c1ccc([N+](=O)[O-])cc1,-13%,/,/,/,/,-27%,-9%,/,-5%
CNc1ccccc1C(C)(C)c1cc(-c2cccc(OC)c2)no1,-19%,1.6µM*,-7%,-28%,-32%,-14%,-25%,?,6%
COc1ccc(Cn2c(SCc3ccc(C(=O)NC4CCCCC4)cc3)nc3cccnc32)cc1,13%,-1%[59 µM],/,-3%,4%,-15%,-16%,?,2%
Cc1c(C(=O)N(Cc2ccc(N(C)C)cc2)CC2CCCO2)oc2ccccc12 (stereo not given),39%&0%[activator],14µM*!,-13%,-5%&-4%,11µM*,28µM*,-20%&-28%,12%&10%,0%&-5%
Cc1nn(-c2ccccc2)cc1C(=S)Nc1ccccc1,35%[activator],-11%,-7%,2%,-9%,-10%,-17%,-1%,-5%
Cc1noc2ncnc(N3CCCC(C(=O)Nc4cc(F)ccc4F)C3)c12 (stereo not given),18%,-2%[59 µM],/,2%,3%[57.1 µM],3%,-28%,2%,1%
Cc1cccc(NC(=O)NC(=O)c2ccccc2)n1,97%[activator],0%,-4%,-3%,-23%,-8%,-22%,0%,-6%
COc1ccc(NC(=S)N2CCN(S(C)(=O)=O)CC2)cc1OC,-16%,/,6%,-3%,-2%,-4%,5%,26%,-11%
O=[N+]([O-])c1ccc2[nH]c3c(c2c1)CCCC3O (stereo not given),-3%,-2%,-1%,-4%,2%,-14%[57.1 µM],-16%,3%,-6%
O=C(NCC1CCCO1)c1cc(-c2ccccc2)nc2ccc(Br)cc12 (stereo not given),5%,37%[activator],26%,-1%,-4%,-7%,-2%,-27%,-3%
O=C(CN1c2cccc3cccc(c23)S1(=O)=O)NCCc1ccccc1,2%,/,-8%,/,/,-9%,-4%,/,-9%
C=CCN(CC=C)C(=S)NC(=O)/C=C/c1ccccc1,-8%,17%[59 µM],0%,0%,6%,22µM*,-11%,33%,-10%
CSc1ccc(S(=O)(=O)N2CCCC2)cc1,8%,-2%[59 µM],-4%,-1%,-4%,-1%,-1%,-10%,-17%
O=C(/C(=N/O)c1ccccc1)c1ccccc1,-4%,/,/,/,/,-15%,-9%,/,-5%
Cc1ncc(CSc2ccc(Cl)cc2)c(CO)c1O,120%[activator],8%,9%,-3%,-15%,-20%,-9%,-1%,-10%
Cc1ccsc1C(=O)N1CCN(c2ccccn2)CC1,-9%,-5%,52%[activator],-8%,-27%,-6%,-8%,10%,-8%
CCOC(=O)C(C)Sc1nc2c(c(-c3cccs3)c1C#N)CCC2 (stereo not given),-4%,64%[activator][59 µM],-8%,-25%,61%[activator],122%[activator],-8%,2%,-6%

# Assay outcomes as filed in PubChem.
